Screens deposited in PubChem BioAssay by several laboratories.
DAX1 inh-1 – blocks DAX1 repression of SF-1 activated StAR promoter. 370,000 tested, 1.1% active. HEK293T StAR-luciferase reporter, SF-1/DAX-1 repression relief. inhibition, % at 6.8 µM. AID 652010;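 active means inhibition above the mean over all tested compounds plus 3 SD, cut at about 3.6% in these data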;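 further: 0% = DAX-1 cells with DMSO and 100% = cells lacking DAX-1 with DMSO; higher inhibition means more luminescence from relief of DAX-1 repression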
hcDAF-12 act – H. contortus DAF-12 activation, primary screen; HEK293 hcDAF-12 lit1-tk-luc reporter, luminescence; 0% DMSO, 100% Δ7-dafachronic acid; activation, % at 6.8 µM; 370,000 tested, 1.4% active; AID 652067;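 active means activation above the mean of all tested compounds plus 3 SD, cut at about 5.5% in these data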;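 further: 100% = response to 3 µM Δ7-dafachronic acid high control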
ADAM17 inh – inhibitors of human ADAM17. P78536. recombinant ADAM17, EDANS/DABCYL FRET peptide cleavage. inhibition, % at 6.95 µM. 370,000 tested, 0.83% active;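 active means inhibition above the mean of compounds lying between control limits plus 3 SD, set per campaign, cut at about 8.5% in these data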;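 further: 0% = DMSO-only wells as the low control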
Target sequence (P78536 215-824 limits assumed): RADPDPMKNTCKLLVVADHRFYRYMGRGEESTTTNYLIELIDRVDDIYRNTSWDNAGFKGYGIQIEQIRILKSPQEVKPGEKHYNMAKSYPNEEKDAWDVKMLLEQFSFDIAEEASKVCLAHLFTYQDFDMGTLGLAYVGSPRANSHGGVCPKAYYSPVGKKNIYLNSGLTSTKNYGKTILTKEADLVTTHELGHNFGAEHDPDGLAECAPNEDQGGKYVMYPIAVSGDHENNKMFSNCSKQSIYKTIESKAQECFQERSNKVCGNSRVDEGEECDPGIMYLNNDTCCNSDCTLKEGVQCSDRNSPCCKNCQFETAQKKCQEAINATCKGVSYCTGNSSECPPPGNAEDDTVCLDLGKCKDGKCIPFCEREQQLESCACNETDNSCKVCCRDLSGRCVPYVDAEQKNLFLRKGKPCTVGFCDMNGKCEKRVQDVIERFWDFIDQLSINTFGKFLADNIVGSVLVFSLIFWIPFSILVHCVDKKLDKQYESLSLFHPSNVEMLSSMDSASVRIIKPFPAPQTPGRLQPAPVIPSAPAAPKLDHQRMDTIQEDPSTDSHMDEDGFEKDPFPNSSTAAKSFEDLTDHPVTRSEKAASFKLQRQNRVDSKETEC
PG9 Ab binder – binds the HIV-1 gp120 antibody PG9 | TR-FRET gp120-PG9 antibody binding | AID 624416 | 360,000 tested, 0.43% active | inhibition, % at 6.7 µM; in the data active means inhibition above about 8.5%
FXN GAA850 act – increases GAA850 frataxin promoter reporter activity; HEK293 lucGAA850 FXN promoter luciferase reporter, 24 h; percent of 10 µM SAHA response; activation, % at 6 µM; 360,000 tested, 0.56% active; AID 540364;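 active means activation above the average of all compounds screened plus 3 SD, cutoff fixed separately per campaign, cut at about 7.5% in these data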;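 further: 0% = DMSO wells and 100% = 10 µM SAHA wells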
hgDAF12 agonist – agonists of H. glycines DAF-12 nuclear receptor; activation, % at 6.8 µM; 370,000 tested, 1.8% active; HEK293 GAL4-hgDAF12 UAS-luciferase reporter, agonist luminescence; normalized to butyrate control;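 active means activation above a cutoff set at the mean of all screened compounds plus 3 SD, cut at about 10% in these data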;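 further: 0% = DMSO wells and 100% = sodium butyrate wells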
ADAM10 inh – inhibits human ADAM10 | recombinant ADAM10, EDANS/DABCYL FRET peptide cleavage, 3 h | inhibition, % at 7 µM | 370,000 tested, 0.62% active | AID 720582;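 active means inhibition above a per-campaign cutoff equal to the mean of compounds falling between control-based bounds plus 3 SD, cut at about 20% in these data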;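 further: 0% = DMSO wells while the 100% control is not disclosed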
Target sequence (O14672 214-748 limits assumed): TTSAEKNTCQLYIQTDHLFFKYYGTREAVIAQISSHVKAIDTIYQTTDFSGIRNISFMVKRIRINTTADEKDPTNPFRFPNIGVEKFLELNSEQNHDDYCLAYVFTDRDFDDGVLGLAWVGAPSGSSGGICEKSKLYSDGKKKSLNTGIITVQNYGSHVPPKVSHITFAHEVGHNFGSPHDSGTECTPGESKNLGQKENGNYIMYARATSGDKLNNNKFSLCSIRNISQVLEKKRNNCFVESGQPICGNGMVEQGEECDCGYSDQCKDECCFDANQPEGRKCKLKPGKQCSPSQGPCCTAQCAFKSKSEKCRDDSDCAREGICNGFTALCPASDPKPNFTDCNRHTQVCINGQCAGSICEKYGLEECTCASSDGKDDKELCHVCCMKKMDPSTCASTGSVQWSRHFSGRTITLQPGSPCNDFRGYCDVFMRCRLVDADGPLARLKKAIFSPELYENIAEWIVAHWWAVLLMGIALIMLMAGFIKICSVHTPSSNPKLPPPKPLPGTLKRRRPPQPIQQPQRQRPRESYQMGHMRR
DAX1 inh-2 – inhibitors of human orphan nuclear receptor DAX1 (NR0B1) | P51843 | HEK293 Gal4-DAX1 luciferase reporter, luminescence | inhibition, % at 6.75 µM | 340,000 tested, 0.99% active | AID 504766;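 active means inhibition above the mean over all tested compounds plus 3 SD, cut at about 4.2% in these data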;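 further: 0% = DAX1-transfected cells with DMSO and 100% = empty-vector control cells with DMSO; inhibition shows as a rise in luminescence from relieved DAX1 repression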
SMARCA2 activ – activators of SMARCA2 function | activation, % at 9.1 µM | 370,000 tested, 1% active | AID 652017 | MG213 cells, MMTV-luciferase reporter, dexamethasone, overnight; in the data active means activation above about 7.8%;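 further: 0% = vehicle wells and 100% = reference activator wells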
NPR1 activator – GC-A (human) enzyme activation; activation, % at 10 µM; AID 1671463; P16066; HEK293 GC-A cells, cGMP TR-FRET, EC30 ANP; 0% at EC30 ANP, 100% saturating ANP; 370,000 tested, 0.14% active; in the data active means activation above about 40%
ssDAF-12 act – activates DAF-12 receptor from parasite S. stercoralis. HEK293 ssDAF-12/GRIP1 lit1-tk-luc reporter, luminescence; % of 3 µM dafachronic acid response. activation, % at 6.8 µM. 370,000 tested, 1% active;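 active means activation above the mean over all tested compounds plus 3 SD, cut at about 0.9% in these data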;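 further: 0% = DMSO-only wells and 100% = 3 µM delta7-dafachronic acid wells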
Active calls of the source: *; . = not tested or not shown. The order is random. Share with any hit: about 6.8%.

Start of the data: the first two compounds (preview)
SMILES	DAX1 inh-1	hcDAF-12 act	ADAM17 inh	PG9 Ab binder	FXN GAA850 act	hgDAF12 agonist	ADAM10 inh	DAX1 inh-2	SMARCA2 activ	NPR1 activator	ssDAF-12 act
CCOC(=O)N1CCc2c(sc(NC(=O)CN(CC)CC)c2C#N)C1	-0.3	-2.2	-2.6	-2.9	0.8	-0.8	-4.6	.	-3.5	3.6	-0.9
COc1ccccc1C(=O)Nc1c(-c2ccccc2)nc2ccccn12	-0.6	-1.0	-6.8	-1.5	-2.5	-3.8	-4.6	-0.9	-1.1	6.5	-1.7

Results (from the top)
SMILES	DAX1 inh-1	hcDAF-12 act	ADAM17 inh	PG9 Ab binder	FXN GAA850 act	hgDAF12 agonist	ADAM10 inh	DAX1 inh-2	SMARCA2 activ	NPR1 activator	ssDAF-12 act
CCOC(=O)N1CCc2c(sc(NC(=O)CN(CC)CC)c2C#N)C1	-0.3	-2.2	-2.6	-2.9	0.8	-0.8	-4.6	.	-3.5	3.6	-0.9
COc1ccccc1C(=O)Nc1c(-c2ccccc2)nc2ccccn12	-0.6	-1.0	-6.8	-1.5	-2.5	-3.8	-4.6	-0.9	-1.1	6.5	-1.7
COc1ccc(C(=O)N2CCN(C3CCCCC3)CC2)c(OC)c1	0.7	-1.4	1.2	2.0	-0.4	1.1	-0.7	-0.2	-0.4	4.8	-1.3
O=C(CSc1ccccc1)NC1CCCCN(Cc2cccc(Cl)c2)C1=O (stereo not drawn)	-0.6	-4.7	-0.3	.	.	-4.2	-0.2	.	-1.1	2.3	-2.4
CCC(C)[C@H](NC(=O)NC(C)C)C(=O)O (stereo partly drawn)	-1.0	-1.1	-4.6	4.7	-2.1	0.8	-8.2	-0.6	-2.4	0.3	-0.3
CCCC(CCC)c1nc2ccncc2[nH]1	-0.4	-0.6	0.8	-1.9	-1.1	3.9	-1.3	-0.2	-1.4	-1.8	-1.4
COc1ccc(/C=C/C(=O)OCC(=O)NCCNC(=O)COC(=O)/C=C/c2ccc(OC)cc2)cc1	-0.4	1.1	-2.9	1.8	1.6	-0.2	-6.8	0.0	0.3	-2.8	-0.9
Cc1ccc(S(=O)(=O)N2CCCOC2CNC(=O)C(=O)NC2CCCCC2)cc1 (stereo not drawn)	-0.2	-0.8	0.0	-1.6	-0.7	2.3	-1.1	-1.7	-3.3	7.0	-1.7
COc1cc(N)c(Cl)cc1C(=O)OCC(=O)Nc1ccc(N2CCOCC2)cc1	-1.0	-0.6	2.2	-2.7	0.5	-1.4	-4.0	0.3	-2.7	-3.1	-1.1
O=C(CSc1nc(C(F)(F)F)cc(=O)[nH]1)Nc1cccc2ccccc12	-0.7	0.3	-4.6	-1.4	-1.2	1.2	-14.9	-1.1	-1.8	0.8	-0.7
COc1cc(O)c(C(CCN2CCOCC2)c2ccc(N(C)C)cc2)c(OC)c1 (stereo not drawn)	-0.5	0.3	-2.1	-6.1	-0.1	-1.1	-6.6	-0.7	1.3	-1.5	-0.9
Cn1nnnc1NCc1cccc(Cl)c1	-0.6	0.7	0.8	0.6	0.7	-0.9	2.4	-1.2	-1.4	3.9	-1.0
CC(=O)c1cc(C#N)c(SCc2ccccc2C#N)nc1C	0.2	0.3	1.3	-0.3	0.6	0.1	-0.6	0.0	1.2	-3.1	-0.9
Cc1ccc(S(=O)(=O)C2CS(=O)(=O)CC2O)cc1 (stereo not drawn)	-0.5	-0.5	-4.4	0.5	4.5	-0.8	6.5	1.4	-0.7	1.0	-1.1
Cc1ccc2nc(NC(=O)C3CCN(S(=O)(=O)c4cccs4)CC3)sc2c1	-2.4	-4.1	5.7	-2.0	-5.3	-7.1	21.3*	-2.8	-6.6	4.9	-2.9
CCC(CC)c1nc(C(N)=O)c2[nH]c(=O)n(-c3ccc(OC)c(OC)c3)c2n1	-0.1	-2.5	-7.2	-0.8	4.4	-0.9	2.6	0.8	-0.2	-1.5	-1.4
CCCc1cc(=O)[nH]c(SCC(=O)Nc2c(C)n(C)n(-c3ccccc3)c2=O)n1	-0.2	0.3	-2.1	0.3	-1.1	0.8	-6.9	0.8	0.3	0.6	-1.0
Cc1ccc(-n2nc(C)c3c(C)c(CCC(=O)O)c(C)nc32)cc1C	-0.2	2.1	-38.2	-1.6	0.7	1.7	-253.7	-1.2	-2.6	1.6	-1.1
COc1ccc(C(c2nnnn2C(C)(C)C)N2CCN(C/C=C/c3ccccc3)CC2)cc1 (stereo not drawn)	1.1	2.6	4.8	0.4	.	-0.2	0.1	.	-4.6	-1.8	-1.0
Fc1cccc(COc2ccccc2CNc2ccccc2)c1	-0.4	-3.7	4.4	-2.8	0.9	-1.4	12.9	-0.6	-0.2	0.7	-0.3
COc1ccc(/C=N/NC(=O)c2[nH]ncc2Br)c(OC)c1	1.3	1.1	-6.4	-2.5	5.3	11.2*	-15.8	2.4	3.8	5.6	-0.4
Cc1ccccc1-c1nc(CS(=O)CC(=O)NCc2ccccc2)c(C)o1 (stereo not drawn)	0.4	0.0	-2.8	-0.2	-0.9	0.7	-7.8	-1.0	-1.2	-3.4	-1.1
Cc1nnc(N2C(=O)C(=O)/C(=C(/O)c3ccc4c(c3)CC(C)O4)C2c2ccccc2F)s1 (stereo not drawn)	1.8	-0.4	-1.4	4.5	1.0	4.5	-15.3	-0.5	1.0	7.3	-1.1
O=c1[nH]cnc2cc(-c3ccc(Br)cc3)sc12	0.8	-2.0	1.9	5.8	4.5	9.6	1.8	0.3	10.5*	0.7	-0.2
O=C1NC2(CCCCCC2)Cc2ccccc21	0.3	-0.9	-1.3	-2.4	1.3	1.0	-2.6	-0.7	-1.8	-0.4	-1.7
CC(C)(C)Cc1c(-c2ccc(Cl)cc2)nc2ccc(Br)cn12	1.3	-0.3	-1.6	0.1	1.8	6.0	-11.8	0.2	-2.1	18.8	-0.8
O=C1CSC(=S)N1N=Cc1cccc(OCc2ccccc2)c1	-0.6	2.0	-2.0	-0.4	1.8	1.8	-12.7	0.1	-0.7	-1.4	0.5
CCn1ncc(Cl)c1C(=O)NC(=S)Nc1ccccc1Br	-0.9	-1.2	-0.9	-0.7	-1.3	3.7	2.3	-0.1	0.3	-2.3	-0.9
O=C(CCCn1nnnc1CN1CCOCC1)N1CCN(c2ccccc2F)CC1	-0.6	-0.8	-5.6	-1.0	-2.4	-1.3	-9.7	0.7	-0.3	3.5	-0.9
Cc1ccc(NC(=O)CN(C)S(=O)(=O)c2cccc3cccnc23)cc1C	1.3	-3.4	-0.3	-0.4	-1.2	0.3	2.3	-1.4	-1.1	-0.1	-1.6
Cn1nc(C(=O)NC2CCCCCC2)ccc1=O	-0.5	-0.9	-4.4	3.3	0.6	1.6	-4.3	-0.3	-3.1	-0.8	-1.1
CC[C@]12c3[nH]c4ccc(Cl)cc4c3CCN1C(=O)[C@@H](CC(=O)NCc1ccco1)C[C@@H]2C(=O)N1CCN(C(=O)c2ccco2)CC1	-0.1	0.4	0.3	-1.6	-4.5	-0.6	-4.9	0.0	-5.2	-1.5	-1.2
Cc1ccc(NC(=O)CC2S/C(=N/N=C/c3ccco3)NC2=O)cc1Cl (stereo not drawn)	-0.1	-0.5	-0.2	-0.5	-1.2	2.0	6.0	1.5	0.8	0.3	-0.8
CCOc1ccc(N(C(C)C(=O)NC(C)CC)S(C)(=O)=O)cc1 (stereo not drawn)	-0.5	0.5	-1.4	-1.8	-2.6	-0.9	3.2	-0.8	-2.6	3.6	-1.2
O=C(O)c1ccc(NCc2cccc(Br)c2)cc1	-0.2	-0.6	-2.3	-1.6	1.9	-0.8	-8.1	1.1	1.6	3.7	-1.4
Cc1cc(Br)c(NC(=O)COn2nnc3ccc(S(C)(=O)=O)cc32)c(Br)c1	-0.1	-1.3	-0.5	1.1	1.5	-3.3	8.0	-0.4	-3.0	1.0	-1.6
Cc1cc(Br)c(NC(=O)CCl)c(Br)c1	-2.5	0.4	-6.7	-0.2	1.2	-5.3	3.8	-1.8	-4.1	-4.3	-0.3
CCCCNC(=S)N(CCCO)Cc1cc2cc3c(cc2[nH]c1=O)OCO3	1.4	-1.0	-19.8	-2.2	1.8	1.3	-70.7	0.8	2.0	-1.0	-0.9
CCCn1cc(NC(=O)C2CC(c3cccc(Br)c3)=NO2)cn1 (stereo not drawn)	0.0	-2.6	-1.2	0.6	2.5	6.5	2.5	-1.0	-0.2	3.8	-1.7
CCCC(=O)NC1=C(C#N)C2(CCCC2)Cc2ccccc21	-1.1	1.2	-2.7	2.7	0.7	-2.0	-5.0	0.2	-1.7	-2.4	-2.3
O=C(Nc1cccc(F)c1)C1CCN(C(=O)c2ccc(Cl)cc2)CC1	-0.4	-1.2	0.5	-0.1	-0.2	-3.2	3.7	0.4	0.4	-5.3	-1.4
CCOC(=O)c1sc(N=NC2=C(O)CCCC2=O)c(C(=O)OCC)c1C	-1.0	-0.3	-1.6	-4.7	1.2	0.5	2.9	0.1	0.0	-1.3	-2.2
S=C1NC2(CCCC2)N=C1c1ccccc1	-0.3	-0.2	-4.6	0.5	0.2	-1.8	1.9	1.7	4.2	6.1	-0.5
Nc1c(-c2cccs2)cnn1-c1nc(-c2ccc(Cl)cc2Cl)cs1	-0.7	0.7	-3.5	1.4	1.1	0.7	-6.6	2.5	-5.1	2.0	-1.2
O=C(CSc1nnnn1Cc1ccccc1)Nc1ccc2c(c1)OCO2	-0.7	-1.3	-5.4	1.0	-0.5	0.3	-2.4	0.2	1.5	-1.1	-0.7
O=C(O)C1CCN(Cc2oc(CO)cc(=O)c2O)C1 (stereo not drawn)	0.7	-0.5	1.4	-4.3	1.0	0.6	-5.8	0.2	-2.4	2.8	-1.6
CCOC(=O)c1c(C)nc2ccc(C)cn12	-0.3	-0.9	-1.1	-0.2	3.5	2.4	-4.7	1.8	2.3	1.2	-1.1
CCOn1c(=O)c(-c2ccc(C)cc2)[n+]([O-])c2ccccc21	-0.2	-0.1	-7.4	-3.1	-0.8	3.0	-17.6	1.6	1.9	6.7	-0.9
O=c1c(Cc2ccc(F)cc2)c(O)ccn1C1CC1	-0.3	0.0	-7.1	-0.8	-0.5	-1.4	-4.9	1.1	1.3	2.9	-0.7
CCC(CO)Oc1cc(NCc2ccc(Cl)cc2)c2ncn(C(C)C)c2c1 (stereo not drawn)	0.3	-2.1	-9.5	0.1	2.3	-2.9	-10.5	1.3	-1.3	4.7	-1.8
Cc1ccc(SCC(=O)NCCN2C(=O)CSC2=O)cc1C	-0.1	0.2	0.8	-2.2	0.4	2.1	9.3	1.6	-1.1	1.3	-0.4
CCN(CC)C(C(=O)Nc1ccc2c(c1)OCO2)c1ccccc1 (stereo not drawn)	0.9	-2.5	-1.6	0.2	1.4	-1.9	1.1	-0.7	-0.1	-8.2	-1.3
CC(=O)Nc1cc2c(cc1NC(=O)Cn1nc(-c3ccc4c(c3)OCCO4)ccc1=O)OCCO2	-0.5	-1.8	-3.3	1.4	-0.6	-2.1	-1.5	0.9	0.0	-3.9	-0.9
CCOc1ccc(C(=O)N[C@H](C(=O)Nc2ccc(S(=O)(=O)Nc3nccs3)cc2)C(C)C)cc1	-1.0	-1.4	-5.7	-1.9	-0.6	0.0	1.5	-1.1	-0.1	-0.1	-1.5
CCOC(=O)C1(Cc2cccc(OC)c2)CCN(C/C=C/c2ccc(OC)cc2)CC1	-1.8	-2.7	-1.8	1.6	-2.8	-1.4	-2.2	-1.9	-5.0	-2.8	-2.0
